Screens deposited in PubChem by National Center for Advancing Translational Sciences (NCATS).
TR SRC2 fluor cs: Texas Red fluorescence interference in TRb-SRC2 counter-screen; Potency, µM (highest dose often 106 µM), inactives show at the highest dose fluorescence change, negative = quenching; AID 1479; TRb/SRC2 Texas Red total fluorescence interference; actives 0.29% (n = 280,000); active = well fitted curve in either direction with a large enough effect; inconclusive = small, poorly fitted or top-dose-only effect
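Flags fluorescent or light-absorbing compounds by total fluorescence, S + 2P, at 555 nm excitation and 632 nm emission. Mixture: 20 nM Texas Red SRC2 peptide, 0.6 uM human TRb LBD, 1 uM T3, 5% DMSO; compound exposure 5 h at ambient temperature.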
Tau fluor cs: counter-screen for tau fibril formation inhibitors. tau K18 P301L Alexa594 fluorescence, heparin fibrillization. Potency, µM (highest dose often 57.7 µM), for inactives: at the top dose activity change, negative = decrease. actives 0.93% (n = 280,000); note: nearly all actives have a fitted effect of over 55% in size
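Human tau K18 P301L (15 uM unlabeled, 0.24 uM Alexa 594-labeled) in 100 mM sodium acetate pH 7 with 20 uM heparin, 6 hr at 37 C. ThT 30 uM added, 1 hr ambient; Alexa 594 FP and total fluorescence read at 555/632 nm.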
Tau FP inhib: tau fibrillization inhibition (FP). P10636. K18 P301L tau heparin fibrillization, Alexa594 FP, 6 h. Potency, µM (titrated, usually from 57.7 µM), for inactives: top-dose activity, negative = inhibition, most hits filed as inhibitors. actives 0.39% (n = 280,000); note: nearly all actives have a fitted effect of over 55% in size
Target sequence (P10636 561-689 P618L limits assumed): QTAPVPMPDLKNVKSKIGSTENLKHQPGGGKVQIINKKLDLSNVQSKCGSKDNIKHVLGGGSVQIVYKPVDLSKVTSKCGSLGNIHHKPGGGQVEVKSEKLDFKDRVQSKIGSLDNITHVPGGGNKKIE
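Human K18 P301L fragment (15 uM unlabeled plus 0.24 uM Alexa 594-labeled) in 100 mM sodium acetate pH 7 with compound, aggregation induced by 20 uM heparin for 6 hr at 37 C. ThT (30 uM) added for 1 hr, then Alexa 594 FP read.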
ALDH1A1 block: ALDH1A1 (human) enzyme inhibition; P00352; Purified ALDH1A1, NADH fluorescence, propionaldehyde substrate; Potency, µM (top dose mostly 75.3 µM), inactives show top-dose activity, negative = inhibition, usual class: inhibitors; actives 7.3% (n = 220,000); active = well fitted inhibition curve with a large enough effect, not every such curve was filed as active; inconclusive = small, poorly fitted or top-dose-only effect, or another doubt; inactive = no such curve, though single readings can be large or run the other way;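 note: plate controls were no enzyme wells and a reference inhibitor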
Tau ThT inhib: blocks human tau fibril formation measured by thioflavin T | recombinant tau K18 P301L, heparin-induced fibrillization, ThT fluorescence | Potency, µM (top dose mostly 57.4 µM), inactives show at the highest dose activity, negative = inhibition, usual class: inhibitors | actives 2.1% (n = 270,000) | P10636 | AID 1460; note: nearly all actives have a fitted effect of over 55% in size
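Fibril formation assay: tau K18 P301L at 15 uM with trace Alexa 594 label, heparin inducer 20 uM, pH 7 sodium acetate buffer, 37 C for 6 hr; endpoint ThT signal.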
TRb-SRC2 inh: inhibitors of human thyroid hormone receptor beta-SRC2 interaction | P10828 | TRbeta-SRC2 peptide binding, fluorescence polarization; receptor liganded with 1 µM T3 | Potency, µM (top dose mostly 106 µM), for the others: top-dose activity change, negative = inhibition, most hits filed as inhibitors | actives 0.065% (n = 280,000) | AID 1469;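 note: plate controls were bound peptide for no effect and peptide without receptor for full effect; nearly all actives have a fitted effect of over 50% in size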
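A fluorescence polarization screen tested compounds at multiple concentrations against complex formation between 0.6 uM TRb ligand-binding domain and 20 nM Texas Red SRC2 peptide, with 1 uM T3 present; readout after 5 hr.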
GLA spleen mod: inhibits or activates alpha-galactosidase in human spleen homogenate; P06280; human spleen homogenate, 4MU-alpha-Gal fluorescence, 40 min; Potency, µM (titrated, usually from 80 µM), without a hit: at the top dose activity change, negative = inhibition, usual class: inhibitors; actives 0.008% (n = 240,000);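 note: 0% = enzyme with vehicle and -100% = no enzyme basal signal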
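Inhibition or activation of alpha-galactosidase in human spleen homogenate is scored by 4-MU fluorescence after 40 min at 37C, pH 5.0, with 1 mM substrate. AC50s come from concentration-response fitted to the Hill equation.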
L3MBTL1 block: blocks human L3MBTL1; AlphaScreen L3MBTL1–H3K9me1 peptide binding; actives 0.66% (n = 230,000); Q9Y468; AID 485360; Potency, µM (series often up to 57.1 µM), without a hit: top-dose activity, negative = inhibition, most hits filed as inhibitors; note: nearly all actives have a fitted effect of over 60% in size
Target sequence (Q9Y468 whole entry, looked up): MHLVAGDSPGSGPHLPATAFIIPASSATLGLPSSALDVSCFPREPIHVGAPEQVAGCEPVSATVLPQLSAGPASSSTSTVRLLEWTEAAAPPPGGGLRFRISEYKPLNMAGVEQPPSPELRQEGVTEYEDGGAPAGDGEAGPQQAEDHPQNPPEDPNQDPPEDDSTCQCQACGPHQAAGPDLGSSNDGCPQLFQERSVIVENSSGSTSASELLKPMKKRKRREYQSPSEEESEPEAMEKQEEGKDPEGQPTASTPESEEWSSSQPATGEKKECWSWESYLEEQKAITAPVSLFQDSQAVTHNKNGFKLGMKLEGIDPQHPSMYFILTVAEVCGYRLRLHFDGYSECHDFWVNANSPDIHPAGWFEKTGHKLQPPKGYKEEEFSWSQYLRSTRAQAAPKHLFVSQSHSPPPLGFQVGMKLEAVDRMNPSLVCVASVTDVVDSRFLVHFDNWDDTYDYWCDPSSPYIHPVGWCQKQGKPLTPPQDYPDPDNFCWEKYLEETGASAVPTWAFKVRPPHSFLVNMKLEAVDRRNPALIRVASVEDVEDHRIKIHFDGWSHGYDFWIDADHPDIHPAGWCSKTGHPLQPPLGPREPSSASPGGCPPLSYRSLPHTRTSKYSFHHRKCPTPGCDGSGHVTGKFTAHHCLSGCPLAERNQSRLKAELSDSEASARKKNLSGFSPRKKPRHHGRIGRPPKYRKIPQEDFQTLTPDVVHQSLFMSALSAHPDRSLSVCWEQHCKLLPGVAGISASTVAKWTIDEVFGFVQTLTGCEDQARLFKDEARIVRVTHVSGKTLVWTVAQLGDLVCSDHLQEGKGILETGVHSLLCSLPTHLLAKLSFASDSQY
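L3MBTL1 (50 nM) pre-complexed 30 min with biotinylated H3(1-15)K9me1 peptide (75 nM), then compounds added for 30 min at room temperature; AlphaScreen streptavidin donor/nickel chelate acceptor beads (10 ug/mL final) read after 30 min dark incubation.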
The depositor's hits bear a star; ? = inconclusive; . = no result given; & = joins results of further samples; [ ] = another dose, or the depositor's remark. Unless noted, calls come from the whole dose curve; as a rule, active = well fitted curve in the direction sought with a large enough effect; inconclusive = small, poorly fitted or top-dose-only effect, or another doubt; inactive = no such curve, though single readings can be large; an effect the other way counts as inactive or inconclusive. Unless noted, % is set by controls: 0 for no effect and ±100 for the full control effect; potency is the fitted concentration of half-maximal effect.

entry	molecule	TRb-SRC2 inh	Tau fluor cs	L3MBTL1 block	TR SRC2 fluor cs	ALDH1A1 block	GLA spleen mod	Tau ThT inhib	Tau FP inhib
1	CCCn1c(NC(=O)c2cccc(C)c2C)nc2ccccc21	-4%	-17%	.	-8%	-7%	-6%	-18%	5%
2	O=C1CC(N2CCN(c3ccccc3)CC2)C(=O)N1CCc1ccccc1 (stereo unspecified)	13%	-9%	-3%	-2%	-22%	3%	-6%	1%
3	Cc1cc(C(=O)N/N=C2\CC(=O)c3ccccc32)c(C)n1-c1ccccc1	2%	-6%	-25%	-2%	1%	-2%	?	9%
4	CN(C)S(=O)(=O)c1ccc(S(=O)(=O)N(Cc2ccco2)Cc2ccccc2Cl)cc1	3%	0%	-8%[11.4 µM]	-1%	?	-1%	11%	1%
5	COc1ccccc1CNc1nc(-c2ccccc2CN(C)C)nc2ccccc12	3%	-5%	.	1%	-2%	4%	-7%	-4%
6	CC1(C)CC(=O)C2=C(C1)N(c1ccc(F)cc1)C(N)=C(C#N)C2c1cccs1 (stereo unspecified)	7%	-9%	-4%	1%	-3%	-6%	-2%	3%
7	COc1ccc(-c2nc(SCC(=O)NC(C)CCc3ccccc3)n[nH]2)cc1 (stereo unspecified)	6%	-20%	.	0%	.	.	-5%	-6%
8	Cc1ccc(-c2csc(/C=C3\SC(C)C(=O)N3CC(=O)Nc3ccccc3F)n2)cc1 (stereo unspecified)	10%	?	.	-1%	.	-2%	-6%	3%
9	CN1c2ccccc2Oc2nnc(N3CCN(Cc4ccccc4)CC3)cc21	-8%	-21%	-9%	-3%	?	11%	?	12%
10	CC(=O)CSc1ncnc2c1oc1ccccc12	-4%	3%	-3%	-4%	-5%	7%	-3%	0%
11	CCc1nnnn1-c1ccc([N+](=O)[O-])cc1C	6%	9%	0%	-3%	-3%	-2%	7%	2%
12	O=C(CN1CCN(c2ccc(F)cc2)CC1)c1cccs1	-4%	-23%	-2%	-3%	7.1µM*	4%	?	-5%

3 entries already listed, ordered by length of the SMILES, low to high.
entry	molecule	TRb-SRC2 inh	Tau fluor cs	L3MBTL1 block	TR SRC2 fluor cs	ALDH1A1 block	GLA spleen mod	Tau ThT inhib	Tau FP inhib
12	O=C(CN1CCN(c2ccc(F)cc2)CC1)c1cccs1	-4%	-23%	-2%	-3%	7.1µM*	4%	?	-5%
9	CN1c2ccccc2Oc2nnc(N3CCN(Cc4ccccc4)CC3)cc21	-8%	-21%	-9%	-3%	?	11%	?	12%
5	COc1ccccc1CNc1nc(-c2ccccc2CN(C)C)nc2ccccc12	3%	-5%	.	1%	-2%	4%	-7%	-4%

(continued)
entry	molecule	TRb-SRC2 inh	Tau fluor cs	L3MBTL1 block	TR SRC2 fluor cs	ALDH1A1 block	GLA spleen mod	Tau ThT inhib	Tau FP inhib
13	CNc1ccccc(-c2ccc3cc4c(cc3n2)OCO4)c1=O	-3%	?	2%	-5%	?	5%	5µM*	-14%
14	O=C(c1n[nH]c(=O)c2ccccc12)N1CCOCC1	11%	-5%	14%	2%	-9%	7%	4%	4%
15	COc1ccc(CCNC(=O)C(=O)NCC(c2ccco2)S(=O)(=O)c2ccc(F)cc2)cc1 (stereo unspecified)	6%	-9%	.	-1%	.	.	-2%	-8%
16	O=C(c1ccc(Cl)c([N+](=O)[O-])c1)N(Cc1cccc(Cl)c1)C1CCS(=O)(=O)C1 (stereo unspecified)	-13%	-8%	2%	112µM*[quencher]	?	-19%	2%	-4%
17	CCOC(=O)C1=C(C)Nc2nc(=S)[nH]n2C1c1ccc(Cl)cc1 (stereo unspecified)	-2%	-11%	-10%	-2%	?	-1%	?	-7%
18	COc1ccc(-n2c(SCC(N)=O)nnc2-c2ccc(NS(=O)(=O)c3ccc(C)cc3)cc2)cc1	1%	-17%	.	-6%	?	3%	-17%	13%
19	NC(=O)c1cc(C(N)=O)nc(Cl)n1	-4%	-12%	9%	-5%	5%	4%	-7%	-8%
20	CCn1c(=O)n(CC)c2cc(S(=O)(=O)Nc3cc(C)cc(C)c3C#N)ccc21	7%	-9%	.	-8%	?	3%	-12%	-2%
21	N/C(=N\OC(=O)CN1C(=O)c2ccccc2C1=O)c1ccc(Cl)cc1	4%	-16%	9%[11.4 µM]	1%	4%	-1%	2%	-10%
22	COc1ccc(CNc2ncnc3onc(-c4ccc(F)cc4)c23)cc1	3%	-26%	.	-4%	.	.	-5%	-8%
23	CCOC(=O)Nc1ccc2c(COC(=O)CNS(=O)(=O)c3ccc(NC(C)=O)cc3)cc(=O)oc2c1	2%	-2%	-5%	-6%	?	29%	-7%	5%
24	Cn1c(-n2cccc2)c(-c2c(-c3ccc(F)cc3)[nH]c3c2c(=O)[nH]c(=O)n3C)c(=O)[nH]c1=O	-2%	-4%	.	?	.	.	1%	-8%

Results in Tau FP inhib, for 4 of the compounds above:
| cpd | Structure | Tau FP inhib |
| --- | --- | --- |
| 23 | CCOC(=O)Nc1ccc2c(COC(=O)CNS(=O)(=O)c3ccc(NC(C)=O)cc3)cc(=O)oc2c1 | 5% |
| 15 | COc1ccc(CCNC(=O)C(=O)NCC(c2ccco2)S(=O)(=O)c2ccc(F)cc2)cc1 (stereo unspecified) | -8% |
| 17 | CCOC(=O)C1=C(C)Nc2nc(=S)[nH]n2C1c1ccc(Cl)cc1 (stereo unspecified) | -7% |
| 13 | CNc1ccccc(-c2ccc3cc4c(cc3n2)OCO4)c1=O | -14% |

Further compounds follow:
entry	molecule	TRb-SRC2 inh	Tau fluor cs	L3MBTL1 block	TR SRC2 fluor cs	ALDH1A1 block	GLA spleen mod	Tau ThT inhib	Tau FP inhib
25	COC(=O)[C@H]1[C@H](CCc2ccccc2)NC(=O)N(Cc2ccccc2)[C@@H]1C	-1%[11.2 µM]	-6%[11.6 µM]	.	-3%[11.2 µM]	-8%[13.5 µM]	7%[17.5 µM]	-11%[11.5 µM]	-8%[11.6 µM]
26	O=P(O)(c1ccc(Cl)cc1)c1ccc(Cl)cc1	-3%	7%	11%	-2%	10%	8%	-7%	-2%
27	COc1ccc(S(=O)(=O)N(C(=O)c2ccco2)c2cc3sc(=O)oc3c3ccccc23)cc1	-10%	?	-9%	1%	25µM*	5%	13µM*	20µM*
28	O=C(N/N=C/c1ccc(O)cc1)c1cccc(N/N=C/c2ccc(O)cc2)c1	5%	14µM*[quencher]	-8%	-5%	22µM*	-2%	5µM*	5%
29	CCC(CC)C(=O)Nc1ccc(C)cc1O	12%	-17%	-15%	-1%	-2%	4%	-11%	-5%
30	COc1ccccc1CNS(=O)(=O)c1cc(-c2cc(C)no2)ccc1C	1%	-15%	.	-6%	.	.	0%	5%
31	NS(=O)(=O)c1ccc(NC(=O)c2ccc3c(c2)CCN3S(=O)(=O)c2ccccc2)cc1	4%	-28%	.	-1%	.	.	12%	?
32	O=C(NNC(=O)c1ccccc1)C(=O)N1CCCCC1	-21%	2%	1%	-2%	3%	-20%	-2%	-2%
33	CC(=O)c1c(C(C)=O)c(C)n(-c2nc(-c3ccccc3)c(C)s2)c1C	2%	7%	-2%[11.4 µM]	0%	9%	-10%	-1%	-1%
34	Cc1nn(-c2ccccc2)c(N2CCCC2)c1/C=C1\N=C(c2ccccc2)OC1=O	3%	10%	6%	1%	14%	1%	?	6%
35	CSC1=NC2(CCN(C(=O)NC3CCCCC3)CC2)N=C1c1ccc(C)cc1	-2%	-8%	.	-2%	.	.	-11%	-4%
36	CCCn1c(SCC(=O)c2cc(C)c(C)cc2C)n[nH]c1=O	-4%	-19%	.	-3%	0%	5%	?	-5%
37	COc1ccccc1NC(=O)c1ccc(NC(=O)Cc2n[nH]c(=O)c3ccccc23)cc1	1%	-15%	9%	0%	-14%	1%	-6%	-21%
38	COC(=O)c1sc(N)c(C(=O)OC)c1COC(=O)CCNS(=O)(=O)c1ccc(C)cc1	-10%	?	-5%	14%	-8%	4%	-11%	1%
39	COc1cccc(NC(=O)COC(=O)c2ccccc2C(=O)N2CCN(c3ccccc3)CC2)c1	1%	-29%	?	-3%	-2%	-5%	-10%	11%
40	COc1ccc(-c2c[n+]3c(n2-c2ccccc2)SCC3)cc1	2%	-2%	8%	2%	.	-3%	8%	2%
41	CCOC(=O)C1=C(O)C(=O)N(CCCn2ccnc2)C1c1ccc(C)cc1 (stereo unspecified)	6%	-3%	-15%	0%	3%	3%	1%	-3%
42	CC(=O)NC(C)C(=O)OCC(=O)c1ccc(-c2ccccc2)cc1 (stereo unspecified)	-1%	4%	2%	-5%	?	3%	-13%	3%
43	COc1ccc(-c2noc(-c3ccc(N4CCOCC4)c([N+](=O)[O-])c3)n2)cc1	6%	-13%	.	-4%	.	.	2%	-6%
44	O=C(COc1ccc(C(=O)NCCc2ccccc2)cc1)Nc1ccccc1	-1%	-5%	14%	4%	0%	1%	-12%	-2%
45	Cc1ccc(-c2onc(C)c2C)cc1S(=O)(=O)Nc1ccc(Cl)cn1	5%	-4%	.	0%	.	.	-2%	-8%
46	O=C(CSc1nnc(-c2ccco2)n1CC1CCCO1)c1ccc(F)cc1 (stereo unspecified)	-7%	8%	5%	-1%	?	-3%	0%	11%
47	CC1CCC2C(C1)c1sc(=O)[nH]c1SC2(C)C (stereo unspecified)	-6%	-7%	-8%	-1%	-13%	-4%	-7%	-2%
48	Cc1ccc(C(=O)C(OC(=O)COc2ccccc2C)c2ccccc2)cc1 (stereo unspecified)	5%	-18%	21%	-4%	9%	-2%	-9%	-9%
49	O=C(O)/C=C/C(=O)NC1CCCCCCCCCCC1	0%	-8%	0%	-5%	.	9%	-8%	0%
50	C[C@H](NC(=O)/C(C#N)=C/c1ccc(O)c(O)c1)c1ccccc1	-8%&1%	?	.	-6%&-1%	?	?	?	-13%&11%
51	CC(=O)NCc1ccc(S(=O)(=O)NC(C(=O)O)C(C)C)cc1 (stereo unspecified)	0%	-10%	-5%	-2%	-4%	0%	25µM*	?
52	CC1CCCC(NC(=S)Nc2ccc(SC(F)F)cc2)C1C (stereo unspecified)	8%	?	.	-1%	-9%	-3%	-9%	?
53	Nc1cc(Cl)ccc1N1CCCC1	-3%	-6%	8%	1%	7%	-8%	-6%	6%
54	O=C(Nc1cccc(Cl)c1)c1c(NC(=O)C(F)(F)F)sc2c1CCCC2	3%	?	.	3%	.	.	10µM*	?
55	Cc1ccc(Cn2c(=O)n(Cc3ccccc3)c(=O)c3c(C)c(C)sc32)cc1	6%	-21%	.	-8%	.	.	-10%	-10%
